Neddylation inh: inhibitors of cullin neddylation, primary screen, biochemical, TR-FRET, uHTS, NAE and Ubc12 | NEDD8-conjugating enzyme Ubc12 (Homo sapiens) + NEDD8-activating enzyme E1 regulatory … | calls only at 25 µM | 360,000 tested, 0.58% active | AID 651699, 2012; in the data active = inhibition above about 36%
MT1-MMP act inh: blockers of MT1-MMP proenzyme processing, primary screen, HT1080 RFP-PRO-GFP cells, GFP/RFP fluorescence | GFP/RFP ratio fluorescence, overnight; percent of plate control window, DMSO zero | GFP/RFP ratio change, % at 20 µM | 360,000 tested, 0.061% active | AID 651647, 2012;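 active = GFP/RFP ratio change of at least 30% with cell ATP level not reduced by more than half and red fluorescence within 50% of control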; also: strong numbers were not always called active
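Compound: 20 µM single dose, 1% DMSO / System: HT1080 RFP-PRO-GFP cells / Controls: DMSO and RFP-L50D-GFP cell wells / Read-out basis: GFP/RFP fluorescence ratio / Schedule: overnight compound exposure at 37 °C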
MsrA act: bovine MsrA enzyme activators, primary screen, biochemical, absorbance, HTS; Methionine sulfoxide reductase A (Bos taurus); purified bovine MsrA, absorbance read-out; activation, % at 10.6 µM; 360,000 tested, 0.3% active; AID 602163, 2012; in the data active = activation above about 7.5%;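 also: 0% = vehicle and 100% = reference activator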
Rin1-Abl PPI inh: inhibitors of Rin1-Abl protein binding, primary screen, biochemical, TR-FRET. AID 588664, 2011. 360,000 tested, 0.4% active. inhibition, % at 7.35 µM. Tyrosine-protein kinase ABL1 (Homo sapiens) + Ras and Rab interactor 1 (Homo sapiens), …; in the data active = inhibition above about 5%, passing the limit was not always enough
Target sequence (P00519 whole entry, looked up): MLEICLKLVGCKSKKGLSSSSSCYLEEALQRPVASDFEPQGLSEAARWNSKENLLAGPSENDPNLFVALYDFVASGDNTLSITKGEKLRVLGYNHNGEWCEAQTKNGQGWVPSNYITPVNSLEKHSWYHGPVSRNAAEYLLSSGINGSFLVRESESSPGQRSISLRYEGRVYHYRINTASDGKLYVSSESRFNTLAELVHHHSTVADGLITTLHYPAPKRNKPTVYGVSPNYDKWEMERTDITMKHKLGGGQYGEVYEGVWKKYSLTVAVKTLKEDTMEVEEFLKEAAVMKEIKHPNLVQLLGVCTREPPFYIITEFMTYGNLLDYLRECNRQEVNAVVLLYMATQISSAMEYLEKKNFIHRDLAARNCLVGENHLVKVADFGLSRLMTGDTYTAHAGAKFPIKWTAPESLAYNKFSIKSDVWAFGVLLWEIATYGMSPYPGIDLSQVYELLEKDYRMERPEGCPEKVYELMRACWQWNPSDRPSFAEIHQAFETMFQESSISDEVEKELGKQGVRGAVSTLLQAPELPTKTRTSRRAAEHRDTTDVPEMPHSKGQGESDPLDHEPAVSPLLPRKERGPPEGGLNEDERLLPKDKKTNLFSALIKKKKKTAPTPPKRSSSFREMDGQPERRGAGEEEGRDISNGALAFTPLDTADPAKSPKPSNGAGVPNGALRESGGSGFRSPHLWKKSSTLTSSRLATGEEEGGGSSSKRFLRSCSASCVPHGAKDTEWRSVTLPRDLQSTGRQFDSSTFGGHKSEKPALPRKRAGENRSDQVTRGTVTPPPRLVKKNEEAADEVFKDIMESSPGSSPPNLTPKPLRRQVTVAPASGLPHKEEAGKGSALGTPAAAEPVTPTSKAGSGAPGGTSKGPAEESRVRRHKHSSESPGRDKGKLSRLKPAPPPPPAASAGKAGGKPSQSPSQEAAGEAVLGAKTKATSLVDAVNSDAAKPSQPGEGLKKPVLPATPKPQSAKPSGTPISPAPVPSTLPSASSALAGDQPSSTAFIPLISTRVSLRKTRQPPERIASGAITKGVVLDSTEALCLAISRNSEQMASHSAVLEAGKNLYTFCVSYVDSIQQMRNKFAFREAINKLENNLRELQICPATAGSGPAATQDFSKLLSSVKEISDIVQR
Target sequence (Q13671 whole entry, looked up): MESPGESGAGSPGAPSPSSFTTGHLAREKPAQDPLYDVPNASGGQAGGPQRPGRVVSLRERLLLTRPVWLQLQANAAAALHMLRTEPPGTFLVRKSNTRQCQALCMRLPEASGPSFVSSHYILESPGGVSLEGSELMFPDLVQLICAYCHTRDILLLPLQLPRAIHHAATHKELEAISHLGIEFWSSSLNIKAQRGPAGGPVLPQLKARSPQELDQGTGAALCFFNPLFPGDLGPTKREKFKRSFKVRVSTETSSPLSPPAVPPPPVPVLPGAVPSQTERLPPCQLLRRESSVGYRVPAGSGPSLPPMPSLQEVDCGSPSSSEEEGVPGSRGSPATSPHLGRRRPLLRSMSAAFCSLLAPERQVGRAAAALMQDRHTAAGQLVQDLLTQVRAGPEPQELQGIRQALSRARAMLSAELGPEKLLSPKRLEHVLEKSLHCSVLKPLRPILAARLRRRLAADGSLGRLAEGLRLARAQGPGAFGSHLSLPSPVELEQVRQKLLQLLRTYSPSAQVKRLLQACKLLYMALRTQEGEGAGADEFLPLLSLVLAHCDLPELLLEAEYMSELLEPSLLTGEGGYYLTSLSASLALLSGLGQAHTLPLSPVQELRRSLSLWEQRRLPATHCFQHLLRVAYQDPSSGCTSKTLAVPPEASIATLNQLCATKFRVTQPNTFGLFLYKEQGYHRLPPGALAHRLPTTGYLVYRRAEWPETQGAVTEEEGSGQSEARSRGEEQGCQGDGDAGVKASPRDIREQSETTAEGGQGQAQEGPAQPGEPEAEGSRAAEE
FAS-TE inh: FAS thioesterase domain inhibitors, primary screen, biochemical, fluorescence intensity, uHTS; Fatty acid synthase (Homo sapiens), P49327; 360,000 tested, 0.67% active; recombinant FAS-TE, OMFH fluorogenic substrate, fluorescence endpoint; inhibition, % at 15 µM;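 active = compounds whose normalised, plate-corrected inhibition of enzyme fluorescence in the single-dose primary screen is 50% or more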;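 also: 0% = DMSO with enzyme and 100% = substrate without enzyme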
E coli Lon inh: inhibitors of E. coli Lon protease, primary screen, biochemical, fluorescence polarization | inhibition, % at 7.94 µM | AID 602123, 2011 | 360,000 tested, 0.42% active | purified E. coli Lon protease; in the data active = inhibition above about 13%, passing the limit was not always enough;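 also: 0% = enzyme with probe and DMSO and 100% = no enzyme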
SKN-1 block: suppressors of acrylamide-induced Pgst-4::GFP reporter in worms, primary screen, SKN-1 inhibitor project, whole organism, uHTS, GFP/RFP fluorescence ratio, strain VP596; C. elegans VP596 Pgst-4::GFP/RFP ratio, 24 h; AID 624304, 2012; 360,000 tested, 0.49% active; inhibition, % at 21.8 µM;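 active = interference check ratio from 0.5 to 1.5 plus GFP to RFP signal ratio inhibition reaching or exceeding a fixed threshold, cut at about 30% in these data, passing the limit was not always enough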; also: some compounds called inactive have numbers as strong as hits
NRP1-CendR mod: modulators of CendR peptide binding to NRP-1, primary screen, biochemical, fluorescence polarization, uHTS; Neuropilin-1 (Homo sapiens), O14786; FAM-RPARPAR peptide binding to NRP-1; inhibition, % at 25 µM; 360,000 tested, 0.85% active;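 active = inhibition or corrected inhibition above about 18%, plus a signal ratio from 0.5 to 1.5, limit read from the data, passing the limit was not always enough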; also: strong numbers were not always called active
PABP1 MLLE inh: inhibitors of PABP1 MLLE–PAM2 peptide binding, primary screen, biochemical, fluorescence polarization, FITC-PAM2, GST-MLLE; Polyadenylate-binding protein 1 (Homo sapiens), P11940; 360,000 tested, 0.36% active; inhibition, % at 20 µM; in the data active = inhibition above about 35%, passing the limit was not always enough;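 also: plate controls were DMSO wells with GST-MLLE for no effect and wells lacking GST-MLLE protein for full effect; some results filed as inactive read as strong as hits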
* hit, by the source's call; i = inactive; / = no result given.

SMILES	Neddylation inh	MT1-MMP act inh	MsrA act	Rin1-Abl PPI inh	FAS-TE inh	E coli Lon inh	SKN-1 block	NRP1-CendR mod	PABP1 MLLE inh
CC(=O)c1ccc(NC(=O)Nc2sc(NS(=O)(=O)c3ccccc3)nc2C)cc1	i	1	-1	1	-1	5	-11	-30	17
Cc1cccc2sc(NC(=O)CN(C)S(=O)(=O)c3ccc(Br)s3)nc12	i	0	-9	0	23	3	-46	9	-7
CCOC(=O)c1c(C)nc2ccccn12	i	-4	-2	0	-4	-2	7	2	-5
Cn1ccc(C(=O)OCC(=O)Nc2ccccc2Cl)n1	i	1	-1	3	-6	6	1	3	6
COc1cc(/C=C/C(=O)OCC(=O)Nc2oc(C)c3c(C)n[nH]c(=O)c23)ccc1OC(F)F	i	2	2	-3	-5	9	9	-3	-8
COC(=O)c1ccc2c(c1)NC(=O)C1CCCN21 (stereo not drawn)	i	0	-1	1	-2	-4	2	-9	-19
CC(C)n1c(SCC(=O)N2c3ccccc3Sc3ccccc32)nc2c1c(=O)n(C)c(=O)n2C	i	-7	-2	2	41	2	6	7	-4
Cc1nn(-c2ccccc2)nc1CNC(=O)C(C)Cc1ccccc1 (stereo not drawn)	i	0	-4	2	-5	-1	12	4	2
C=CCNC(=S)N/N=C/c1ccc(-c2ccc(Cl)cc2Cl)o1	/	3	3	-5	15	-18	11	-10	-3
COc1ccc(Cn2nnc(C(=O)Nc3ccc(F)cc3)c2N)cc1	i	0	-3	1	-9	-4	0	-2	-1
COc1ccccc1CNC(=O)CCCN1C(=O)NC2(CCCC2)C1=O	i	-2	-2	2	-5	-4	14	2	0
COc1ccc(C(=O)Nc2ccc(S(=O)(=O)Nc3cnc4ccccc4n3)cc2)cc1	i	6	-3	-1	-3	-3	-7	8	7
Cc1ccc(S(=O)(=O)N2CCN(C(=O)COC(=O)c3ccc([N+](=O)[O-])o3)CC2)c(C)c1	i	-1	0	-1	11	-5	2	-23	-14
CN(CCC#N)C(=O)COC(=O)c1c2c(nc3ccccc13)/C(=C\c1ccco1)CC2	i	0	-4	-1	-2	-23	0	-35	-14
COc1ccc2c(c1)C(=NNc1ccc(C(=O)O)cc1)c1cc(OC)ccc1-2	i	8	-2	-1	6	2	8	4	-4
CCS(=O)(=O)CCSC1OC(COC(C)=O)C(OC(C)=O)C(OC(C)=O)C1OC(C)=O (stereo not drawn)	i	-1	-2	-2	-3	-3	4	1	-7
Cc1c(C(C)C[C@H](C)O)oc(=O)c2c1Oc1c(C)c(C(C)C[C@H](C)O)oc(=O)c1C2 (stereo partly drawn)	i	3	-2	-1	-8	8	4	-7	5
COC(=O)c1sc(S(=O)(=O)NCCC(=O)O)c(C(=O)OC)c1C	i	-1	-11	2	-3	5	2	8	3
CC1CN(C(=O)CCCN2C(=O)c3ccccc3C2=O)CC(C)O1 (stereo not drawn)	i	3	-4	1	-3	-6	-6	0	7
C=CCc1ccccc1OCC(O)CN1CCN(c2ccc(C)cc2)CC1 (stereo not drawn)	i	2	9.3*	7	2	-1	6	-3	-12
COc1cc(OC)cc(-c2c(Sc3ccccc3)c3cc(-c4cnc(OC)nc4)ccc3n2C)c1	i	-1	3	/	19	10	15	11	/
CCOC(=O)c1c(C)nc2sc(C(N)=O)c(N)c2c1-c1ccccc1	i	-8	-1	-8	-1	-1	-4	16	10
O=C(NNc1ccc(-c2csnn2)cc1)c1cc(Cl)cc(Cl)c1	i	3	-2	-3	11	-4	5	-5	1
CCN(CC)S(=O)(=O)c1ccc(NC=C(C#N)C#N)cc1	i	-5	-4	-5	10	1	7	10	11
COc1ccc(CNC(=S)Nc2cccc(C)c2)cc1	i	-2	-1	1	-2	-8	-14	4	-7

Some values from the list:
Result for `CN(CCC#N)C(=O)COC(=O)c1c2c(nc3ccccc13)/C(=C\c1ccco1)CC2` in Rin1-Abl PPI inh: -1
Result for `COc1ccc(Cn2nnc(C(=O)Nc3ccc(F)cc3)c2N)cc1` in PABP1 MLLE inh: -1
Result for `CCOC(=O)c1c(C)nc2sc(C(N)=O)c(N)c2c1-c1ccccc1` in MT1-MMP act inh: -8

Remaining list, next part
SMILES	Neddylation inh	MT1-MMP act inh	MsrA act	Rin1-Abl PPI inh	FAS-TE inh	E coli Lon inh	SKN-1 block	NRP1-CendR mod	PABP1 MLLE inh
O=C(NCc1cccnc1)c1csc2c1CCCC2	i	-3	-4	-1	-8	-8	11	10	0
Cc1ccc(NC(=O)NNC(=O)COc2ccc3ccccc3c2)cc1	i	3	-8	0	-4	4	-5	3	5
CCOC(=O)CSc1nc(N)nc(C)c1Br	i	1	0	2	-5	-4	9	5	8
c1ccc(CO/N=C(\c2ccc(C3CC3)nc2)C2CC2)cc1	i	2	-5	0	18	1	31	4	10
CCn1nc(NC(=O)C(C)C)c2cc3cccc(C)c3nc21	/	-7	-2	-4	4	9	30	17	14
Cc1ccc(-c2nc3ccccc3c(=O)o2)cc1	i	1	-4	5	10	-1	-6	-5	9
CCOC(=O)[C@]12CCC=C1N(CCC1=CCCCC1)C(=O)[C@H](CC(=O)NCc1ccc(C)o1)C2	i	3	3	/	-3	5	0	4	/
C#CCOCCOCCOCCNc1nc(N2CCN(C(=O)[C@H]([C@@H](C)CC)n3cc(CCC(=O)O)nn3)CC2)nc(N2CCN(C(=O)[C@H](CCCCN)n3cc(CCCC)nn3)CC2)n1	i	0	-1	1	-10	-5	-4	2	7
COc1ccc(NC(=O)C2CCCN(c3cnccn3)C2)c(OC)c1 (stereo not drawn)	i	0	0	1	-4	-2	24	-5	4
O=C(CSC1=NC2(CCCCC2)N=C1c1ccccc1)Nc1ccc2c(c1)OCCO2	i	1	-10	3	13	1	5	-16	46*
CC(=O)C1=C(O)C(=O)N(c2ccc(O)cc2)C1c1cccc(F)c1 (stereo not drawn)	i	0	-3	0	-5	0	-9	0	1
CCC(=O)Nc1ccc(C(=O)NNC(=O)C(c2ccccc2)c2ccccc2)cc1	i	-2	-4	-2	-12	8	-1	-3	8
O=C1C=C(N2CCOCC2)CCC1	i	1	2	2	-12	5	9	-9	5
CC(=O)c1cccc(NC(=O)CCCNC(=O)c2ccc(Cl)cc2)c1	i	2	-3	0	-1	-9	17	1	2
COc1ccc2c(c1)C(CC(=O)NN)CCC2 (stereo not drawn)	i	5	1	2	-2	4	6	7	-12
CC(C)(C)NC(=O)C(c1ccncc1)n1c(-c2ccc(C(F)(F)F)cc2)nc2ccccc21 (stereo not drawn)	/	1	/	/	/	/	9	9	/
Cc1ccc(-c2cc(C(=O)Nc3ccc(S(=O)(=O)Nc4ncccn4)cc3)[nH]n2)c(O)c1C	i	-8	-8	0	-3	3	-6	-11	-8
Cc1ccc(C)c(SCC(=O)Nc2ccc(S(=O)(=O)Nc3ncccn3)cc2)c1	i	-5	-6	-2	-1	-6	0	-13	14
CC(=O)Nc1cccc(C(=O)/C=C/c2ccc(Br)cc2)c1	i	-5	-13	2	0	8	4	-5	-8
COc1ccc(CCN2C(=O)CCC3=C2CCC3=O)cc1OC	i	3	-2	1	2	-4	-1	-20	0
CNC(=S)N1N=C(c2ccc(C)cc2)CC1c1ccc(OC)cc1 (stereo not drawn)	i	1	-2	-3	28	1	-6	7	-46
Cc1cc(Br)ccc1NC(=O)C1CCCO1 (stereo not drawn)	i	7	-3	6	-6	-11	15	16	-4
O=C(NC1CCCN(Cc2ccccc2F)C1)C1CCC1 (stereo not drawn)	i	-3	-2	1	0	-1	4	3	5
Cc1nc(Nc2ccc(Cl)c(Cl)c2)sc1C(=O)Nc1ccccc1	i	2	3	7	33	3	17	-3	17
CCN(CC)C(=O)Cn1cc(S(=O)(=O)CC(=O)NCc2ccc(C)cc2)c2ccccc21	i	-2	-3	0	-5	6	-4	22*	-1

By substructure: those above containing an NH in an aromatic ring
SMILES	Neddylation inh	MT1-MMP act inh	MsrA act	Rin1-Abl PPI inh	FAS-TE inh	E coli Lon inh	SKN-1 block	NRP1-CendR mod	PABP1 MLLE inh
COc1cc(/C=C/C(=O)OCC(=O)Nc2oc(C)c3c(C)n[nH]c(=O)c23)ccc1OC(F)F	i	2	2	-3	-5	9	9	-3	-8
Cc1ccc(-c2cc(C(=O)Nc3ccc(S(=O)(=O)Nc4ncccn4)cc3)[nH]n2)c(O)c1C	i	-8	-8	0	-3	3	-6	-11	-8

Additional structures follow.
SMILES	Neddylation inh	MT1-MMP act inh	MsrA act	Rin1-Abl PPI inh	FAS-TE inh	E coli Lon inh	SKN-1 block	NRP1-CendR mod	PABP1 MLLE inh
Cc1cc(NC(=O)C2CC(c3ccccc3Cl)=NO2)no1 (stereo not drawn)	i	-2	-1	-2	-1	-3	-12	-5	14
CCOC(=O)c1sc(N2C(=O)C(O)=C(C(=O)c3ccc(C)o3)C2c2ccc(OC)c(OC)c2)nc1C (stereo not drawn)	i	-4	-3	-1	4	-28	5	-34	-47
COC(=O)c1ccc2c(=O)n(CCCCCC(=O)NCc3ccccc3)c(=O)[nH]c2c1	i	1	-6	4	-2	-6	12	-1	-2
CC(C(=O)Nc1cc([N+](=O)[O-])ccc1Cl)N1CCN(c2ccccc2O)CC1 (stereo not drawn)	i	2	-4	-5	42	-11	3	-5	8
Cc1ccccc1C(=O)N1CCN(c2ccc(NC(=O)c3cccnc3)cc2)CC1	i	-2	-6	-1	-1	-2	18	6	5
COC(=O)c1ccc(NC(=S)N2CCN(Cc3ccccc3OC)CC2)cc1	i	0	1	-1	2	3	-8	13	-107
CCOc1cc(C(N)=O)cc(Br)c1OCC	i	-15	-7	1	-7	-14	-4	0	-4
C=CCN(CC=C)C(=O)CN1C(=O)c2ccccc2C1=O	i	-2	-12	-4	-9	-4	6	14	8

Compound profiles, from the list above.
Cc1ccccc1C(=O)N1CCN(c2ccc(NC(=O)c3cccnc3)cc2)CC1 as listed: Neddylation inh: i; MT1-MMP act inh: -2; MsrA act: -6; Rin1-Abl PPI inh: -1; FAS-TE inh: -1; E coli Lon inh: -2; SKN-1 block: 18; NRP1-CendR mod: 6; PABP1 MLLE inh: 5
CC(C(=O)Nc1cc([N+](=O)[O-])ccc1Cl)N1CCN(c2ccccc2O)CC1 (stereo not drawn) as listed: Neddylation inh: i; MT1-MMP act inh: 2; MsrA act: -4; Rin1-Abl PPI inh: -5; FAS-TE inh: 42; E coli Lon inh: -11; SKN-1 block: 3; NRP1-CendR mod: -5; PABP1 MLLE inh: 8

Shown as a hit in MsrA act, among the entries above:
Molecule | Neddylation inh | MT1-MMP act inh | MsrA act | Rin1-Abl PPI inh | E coli Lon inh | SKN-1 block | NRP1-CendR mod | PABP1 MLLE inh
C=CCc1ccccc1OCC(O)CN1CCN(c2ccc(C)cc2)CC1 (stereo not drawn) | i | 2 | 9.3* | 7 | -1 | 6 | -3 | -12

Screening results as filed in PubChem BioAssay.
